Shn3 3UTR inh: Schnurri-3 reporter inhibition in Clone20 osteoblasts; Clone20 osteoblast Shn3 3'UTR firefly luciferase, 24 h; inhibition, % at 12.5 µM; 360,000 tested, 0.52% active;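 active = mean inhibition of at least 75% with every replicate also reaching 75%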;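 also: 0% = median of neutral control wells and 100% = pilot-screen positive control compound; some compounds past the cut are filed as inactive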
KKLEB cytotox: reduces viability of KKLEB cystic fibrosis airway cells. KKLEB CF airway cells viability, ATPlite luminescence, overnight; stronger effect = lower value; cells stimulated with P. aeruginosa culture filtrate. activity change (cytotoxicity), % at 5 µM. 360,000 tested, 0.36% active;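 active = corrected activity change at or below -50% at 5 µM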
TWEAK-Fn14 inh: inhibitors of TWEAK-Fn14 interaction signaling. inhibition, % at 10 µM. 360,000 tested, 2% active. TWEAK-stimulated Fn14 reporter cells, luciferase luminescence, 8 h; in the data active = inhibition above about 50%
NR2E3 ag-1: activates human NR2E3 receptor. inhibition of corepressor binding, % at 3.98 µM. CHO-S Gal4-NCOR/VP16-NR2E3 two-hybrid, luciferase. Q9Y5X4. 360,000 tested, 0.35% active. AID 602229;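 active = inhibition above the mean of all tested compounds plus 3 SD, cut at about 70% in these data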;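 also: 0% = DMSO with NR2E3 transfected cells and 100% = cells lacking NR2E3 construct; higher means lower luciferase signal from less NR2E3 corepressor binding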
Target sequence (Q9Y5X4 whole entry, looked up, the tested form may be a part): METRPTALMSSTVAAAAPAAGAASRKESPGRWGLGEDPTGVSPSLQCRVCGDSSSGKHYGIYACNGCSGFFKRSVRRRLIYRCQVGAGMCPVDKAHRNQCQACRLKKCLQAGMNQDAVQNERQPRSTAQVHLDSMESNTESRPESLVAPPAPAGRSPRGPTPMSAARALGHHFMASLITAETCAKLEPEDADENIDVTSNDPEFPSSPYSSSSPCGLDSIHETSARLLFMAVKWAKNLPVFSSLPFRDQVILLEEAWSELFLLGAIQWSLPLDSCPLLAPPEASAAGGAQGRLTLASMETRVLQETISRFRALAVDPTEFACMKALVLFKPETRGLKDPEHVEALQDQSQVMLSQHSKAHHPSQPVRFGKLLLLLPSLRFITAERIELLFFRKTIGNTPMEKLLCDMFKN
HIF-2a block: inhibitors of HIF-2a; AID 624352; 360,000 tested, 0.72% active; inhibition, % at 18.8 µM; 786-0 RCC cells HIF-2a reporter, luciferase luminescence, overnight;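 active = inhibition of the luminescence signal of 40% or more relative to plate controls, in a single-dose primary screen at 18.75 µM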
CF NFkB block: inhibitors of cystic fibrosis induced NF-kB; KKLEB NF-kB-GFP reporter, PAF-induced, GFP fluorescence overnight; inhibition, % at 5 µM; 360,000 tested, 0.86% active; AID 588850;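 active = at least 50% inhibition at 5 µM, scaled per plate between neutral and stimulator controls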;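 also: PAF is a Pseudomonas aeruginosa culture filtrate used as stimulus; plate controls were PAF-stimulated DMSO wells for no effect and unstimulated DMSO wells for full effect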
NR2E3 ag-2: agonists of human nuclear receptor NR2E3. GST-NR2E3/biotin-RetCOR TR-FRET, 1536-well. AID 2300. Q9Y5X4. inhibition of corepressor binding, % at 4.78 µM. 320,000 tested, 0.12% active;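 active = percent inhibition above the cutoff of mean plus 3 SD of all tested compounds, set per screening campaign, cut at about 20% in these data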;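 also: 0% = DMSO wells and 100% = biotin wells as full block of FRET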
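System: GST-tagged NR2E3 plus biotinylated RetCOR corepressor; Amount: 1.35 nM GST-tagged NR2E3 final; Dosing: single nominal compound dose of 4.8 µM; Schedule: 5 h incubation at 4 °C; Technique: TR-FRET with europium anti-GST and streptavidin-D2, 340 nm excitation; Controls: biotin wells as high control, 0.6% DMSO wells as low control.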
C8 TRAIL sens: caspase-8 TRAIL sensitization; NB7+C8 cells + TRAIL, ATPlite viability luminescence; inhibition (viability loss, TRAIL sensitization), % at 10 µM; 360,000 tested, 1% active; AID 624354;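 active = compounds causing at least 50% loss of cell viability in the single-dose screen, relative to plate controls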
MITF TRPM1 inh: reduces MITF-dependent TRPM1 promoter luciferase signal; SK-MEL-5 TRPM1 promoter luciferase, 24 h; inhibition, % at 12.5 µM; 330,000 tested, 0.83% active; AID 488899;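 active = mean inhibition across replicates of 60% or more, whatever share of single replicates reaches that level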; also: values of inactives mirror those of a sister screen read the other way
TROY NFkB inh: blocks TROY-dependent signaling in reporter cells | Q293 LMP1-TROYcd NF-kB luciferase reporter, 4 h | inhibition, % at 10 µM | 360,000 tested, 0.98% active;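 active = compounds whose plate-normalised and pattern-corrected inhibition of the luciferase reporter signal at the single screening dose is 50% or more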
Peg3 prom inh: Peg3 promoter activity inhibition; HeLa PEG-Prom luciferase reporter, luminescence, overnight; inhibition, % at 20 µM; 360,000 tested, 1.7% active; AID 588405;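 active = inhibition of at least 50% at 20 µM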
* = called active by the depositor; · = not tested or not shown. Not all compounds are listed (hit frequency here may not be typical).

SMILES | Shn3 3UTR inh | KKLEB cytotox | TWEAK-Fn14 inh | NR2E3 ag-1 | HIF-2a block | CF NFkB block | NR2E3 ag-2 | C8 TRAIL sens | MITF TRPM1 inh | TROY NFkB inh | Peg3 prom inh
O=C(CCN1CCN(c2ccccc2F)CC1)Nc1ccccc1Cl | -58 | 7 | -14 | -19 | 6 | 3 | -4 | 5 | 8 | -5 | 3
CCOC(=O)N1CCN(C(=O)CN(c2ccc(OC)c(OC)c2)S(C)(=O)=O)CC1 | 0 | 13 | 3 | -9 | 13 | -5 | 5 | 2 | 2 | -1 | 5
CCc1sc(C(=O)Nc2cccnc2)cc1Br | -44 | 11 | -44 | -32 | -198 | -21 | 4 | 15 | -46 | -19 | -211
CCN(CC)CCSc1nc(O)c(-c2ccccc2)c(=O)n1-c1ccccc1 | -4 | 18 | 42 | -16 | 13 | 4 | -4 | -5 | 14 | 7 | -2
O=C(C1CCN(S(=O)(=O)c2ccccc2)CC1)N1CCOCC1 | -20 | 0 | -2 | -11 | 11 | 16 | -1 | 2 | -1 | 3 | 22
O=C(Cc1ccccc1)Nc1cc(C(=O)c2ccccc2)ccc1N1CCOCC1 | -22 | -6 | 13 | -21 | 0 | -7 | 0 | 2 | 11 | 9 | 8
CC(=O)Nc1ccc(S(=O)(=O)N2CCC(C(=O)NCCC(=O)NCc3ccncc3)CC2)cc1 | 5 | -2 | 0 | 5 | 11 | 12 | 5 | -4 | -4 | -3 | -8
CCOC(=O)[C@]12CCCC=C1N(Cc1cccc3ccccc13)C(=O)[C@H](CC(=O)NCCCOC)C2 | · | · | -5 | 10 | 12 | · | · | -4 | · | -5 | ·
CCOC(=O)C1(C)NC(c2ccc(OC)c(OC)c2)C2C(=O)N(c3cccc(C(C)=O)c3)C(=O)C21 (stereo not drawn) | -8 | 2 | -19 | -2 | 12 | 3 | · | -9 | · | -5 | 1
CCCCN(C)c1c(C)nc2ccc(C(=O)NCCOc3ccc(OC)cc3)cn12 | 78 | 0 | 20 | 49 | -1 | 10 | · | 18 | · | 34 | 22
O=C(O)CCCN1C(=O)C2C3CCC(O3)C2C1=O (stereo not drawn) | -1 | 0 | -11 | 0 | 23 | 2 | -1 | -6 | 16 | -12 | 7
CCOc1cccc2c1OC1(CCCCC1)N1N=C(c3cccnc3)CC21 (stereo not drawn) | -30 | 5 | -6 | -55 | -65 | -17 | -1 | 0 | -62 | -87 | -78
O=C(c1ccncc1)N(c1ccc2oc3c(c2c1)CCCC3)S(=O)(=O)c1cccc([N+](=O)[O-])c1 | 6 | 5 | 26 | -5 | 2 | 9 | -6 | 5 | -8 | 32 | 19
Cn1cc(CCC(=O)NC2CC2)c2ccccc21 | -3 | 4 | -10 | -42 | 12 | -11 | -2 | -9 | 0 | -7 | 9
O=C(NCCc1ccccc1)c1cccc2c1C(=O)c1ccc(N3CCOCC3)cc1S2(=O)=O | -2 | -17 | -1 | 6 | -9 | 0 | · | 14 | 12 | -19 | -7
COC(=O)[C@H]1C[C@@]2(O)CN(S(=O)(=O)c3ccc(C)cc3)C[C@@]2(OC(=O)NCc2ccccc2)C[C@H]1C(=O)OC | 53 | -8 | -13 | 5 | -2 | -6 | · | -20 | · | -11 | -1
Cc1nc(SCC(=O)NC(=O)NCCC(C)C)c2c(-c3cccs3)csc2n1 | 17 | -12 | 42 | -1 | 22 | 27 | -1 | 5 | -8 | 28 | 18
COc1cc2ccccc2cc1C(=O)Nc1ccc(CN2CCOCC2)cc1 | -47 | 6 | -15 | -34 | -145 | -22 | 7 | 6 | -31 | -37 | -141
O=C(/C=C\c1ccc2c(c1)OCO2)Nc1c2c(nn1-c1ccc(Cl)cc1)CSC2 | 21 | 2 | -85 | 14 | 23 | -45 | 3 | 15 | 10 | 11 | 14
COc1ccc([N+](=O)[O-])cc1N(CC(O)CN1CCCC1)S(=O)(=O)c1ccc(C)cc1 (stereo not drawn) | 61 | -18 | 6 | 4 | 12 | -3 | 7 | -1 | -3 | 7 | 6
O=C(C[C@@H]1C/C=C/CC[C@@H](Cc2ccc(F)cc2)C(=O)O[C@@H](c2ccccc2)CNC1=O)NCCO | 5 | 4 | 5 | -40 | 14 | 10 | · | -4 | 9 | 10 | 30
O=C(CN1CCSCC1)N/N=C/c1ccc(F)c(F)c1 | 7 | 17 | 17 | 2 | -17 | -14 | -2 | 4 | -2 | 10 | -4
Cc1ccc(C(=O)N2CCN(c3ccc(NC(=O)c4cccnc4)cc3)CC2)cc1 | 13 | -6 | 1 | 17 | 0 | 14 | 0 | 4 | 12 | 3 | -24
Cc1cc(C)cc(NC(=O)C(=S)NCc2ccccc2)c1 | 14 | 7 | 1 | -19 | -2 | 0 | 2 | 2 | -1 | -14 | -2
Cc1c(O)c(CN2CCCC2)cc2c1oc(=O)c1ccccc12 | -18 | 3 | -21 | 3 | 6 | -31 | -3 | 11 | -12 | 7 | -1
COc1ccc(OC)c(/C=C2\N=C(c3ccccc3)OC2=O)c1 | -10 | 3 | 21 | -28 | 14 | 2 | 2 | -5 | 5 | -4 | 18
Cc1noc(C)c1-c1ccc2ncnc(NCC3CCCCN3C)c2c1 (stereo not drawn) | -22 | -5 | 6 | 12 | -48 | -35 | 9 | 7 | -1 | 6 | -32
O=C(NC(=S)Nc1ccc(NC(=O)c2cccs2)cc1)c1ccc([N+](=O)[O-])cc1 | -37 | -4 | 0 | -14 | 5 | 0 | -3 | -7 | 9 | -3 | 6
CCOC(=O)c1ccc(NC(=O)c2ncn3c2C(=O)N[C@H](C)C3)cc1 | 22 | 25 | -47 | 17 | -13 | -12 | · | -13 | · | 0 | -135
Cc1cc(C)c2c(=O)n(CC(=O)Nc3ccc(Br)c(C)c3)sc2n1 | 13 | -2 | -15 | -16 | 20 | 1 | 1 | 7 | -5 | -11 | 8
O=C(OCC(=O)c1c[nH]c2ccccc12)c1cccc(S(=O)(=O)N2CCCCCC2)c1 | 2 | 0 | 52* | -2 | -2 | 8 | 0 | 3 | 8 | 1 | 18
COc1ccccc1CNC(=O)CCS(=O)(=O)c1cccs1 | -2 | 7 | -12 | -13 | -23 | 1 | 0 | 1 | -18 | -15 | -13
O=C(c1ccc(S(=O)(=O)N2CCOCC2)cc1)N1CCN=C1SCc1cccnc1 | -1 | -8 | 12 | 14 | 8 | 4 | -1 | 6 | 0 | 12 | 13
O=C(O)C1CCN(C(=O)CCc2ccccc2)CC1 | -21 | -4 | -13 | 13 | 7 | 0 | -4 | -14 | -3 | 1 | 8
CCNc1nc(NCC)nc(N/N=C/c2ccc(Br)cc2)n1 | 14 | 22 | 0 | -5 | 6 | 4 | -3 | 1 | 1 | -14 | 4
CCCCN(C)CCCNC(=O)/C=C1\Sc2ccccc2NC1=O | -20 | -4 | -1 | -8 | 4 | 10 | -3 | -17 | 6 | 8 | -4
O/C(=C\c1nc2ccccc2[nH]1)c1cccs1 | -65 | 8 | -1 | -113 | -247 | -42 | -2 | 11 | -6 | -44 | -237
Cc1cc(N2CCC(C)CC2)nc(SCC(=O)c2ccccc2)n1 | 30 | 0 | 20 | -31 | -40 | 6 | -2 | 10 | 3 | -6 | -1
CCN(CC(=O)N1CCOCC1)S(=O)(=O)c1ccc(F)cc1 | 9 | -6 | 23 | -19 | -2 | 10 | 10 | 10 | -2 | -4 | 5
CCn1ccnc1CN(C)Cc1cn[nH]c1-c1ccc(OC)c(F)c1 | -2 | 1 | 37 | -31 | 22 | 36 | 0 | 4 | -8 | 7 | 16
CCn1c(SCC(=O)OCc2ccccc2)nc2c1c(=O)n(C)c(=O)n2C | -3 | -6 | -15 | 1 | 3 | 10 | 1 | -4 | -4 | -7 | 6
CCCCCCCCNS(=O)(=O)CCNCc1ccc(OC)cc1 | -6 | -19 | 3 | 9 | 13 | 11 | · | 13 | -3 | 6 | 61*
O=C(NO)c1ccccc1O | -6 | 12 | 3 | -10 | 4 | 10 | 3 | -10 | -3 | -2 | -7
CC(C)(C)C(=O)Nc1ccc(N=Nc2ccccc2)cc1 | 39 | -39 | 4 | 56 | -2 | -16 | 1 | 82* | 20 | 83* | 2
COC(=O)c1c(NC(=O)CN2CCC3(O)CCCCC3C2c2ccc(F)cc2)sc(C)c1C (stereo not drawn) | -4 | 0 | 19 | 1 | 5 | 3 | 1 | 1 | 16 | -21 | 9
CCOC(=O)c1ccc(NC(=O)CN2C(=O)C(CC)SC(CC)C2=O)cc1 (stereo not drawn) | -5 | 10 | 14 | 14 | 1 | -4 | -1 | -5 | -2 | -7 | -7
O=C(Nc1cccc(S(=O)(=O)N2CCCC2)c1)c1ccc(Cl)nc1 | 40 | -16 | 13 | 14 | -12 | 39 | · | 21 | 32 | 10 | 13
COc1cccc(C(=O)NCCS(=O)(=O)N2CCc3ccccc3C2)c1 | -7 | -5 | 14 | -8 | 3 | 10 | -1 | 1 | 1 | -4 | 0
COc1cc([N+](=O)[O-])ccc1NC(=O)C[n+]1ccccc1 | -9 | 3 | -4 | 4 | 12 | -2 | 4 | -6 | 3 | -10 | 6
O=C(O)c1ccccc1C(=O)NCCc1ccc(Cl)cc1 | -47 | 1 | 7 | -18 | -3 | 10 | 9 | 8 | 6 | -1 | 3
CC(OC(=O)c1cccnc1Cl)C(=O)Nc1ccc2c(c1)OCCO2 (stereo not drawn) | 33 | -9 | 5 | 7 | 6 | 8 | -2 | -4 | 15 | 12 | -11
CC(C)CCOc1ccc(C(=O)NNC(=O)CNC(=O)c2ccccc2F)cc1 | -9 | -12 | -14 | 10 | -29 | 16 | · | 1 | 3 | 3 | -42
COc1ccc(OC(=O)N(C)C[C@@H]2OCc3cn(nn3)CCCC(=O)N([C@@H](C)CO)C[C@H]2C)cc1 | -12 | -17 | -3 | -32 | 9 | 8 | · | 13 | · | 15 | -4
COc1ccc(CNC(=O)Cn2c(=O)oc3ccccc32)cc1OC | -11 | 5 | 4 | -1 | 13 | -4 | 2 | -7 | 1 | 2 | 13
O=C(Nc1ccnn1C1CCN(Cc2ccccc2OC(F)F)CC1)c1cccc(F)c1 | 8 | -6 | -2 | -20 | 5 | 13 | -2 | 17 | -11 | -2 | -3
COc1ccc(/C(C)=N/N=C(\C)c2ccc(OC)cc2OC)c(OC)c1 | 17 | -5 | -2 | -22 | -4 | 14 | 0 | -3 | -2 | 13 | 3

Arranged by SMILES length (low to high): some entries from above.
SMILES | Shn3 3UTR inh | KKLEB cytotox | TWEAK-Fn14 inh | NR2E3 ag-1 | HIF-2a block | CF NFkB block | NR2E3 ag-2 | C8 TRAIL sens | MITF TRPM1 inh | TROY NFkB inh | Peg3 prom inh
CCn1c(SCC(=O)OCc2ccccc2)nc2c1c(=O)n(C)c(=O)n2C | -3 | -6 | -15 | 1 | 3 | 10 | 1 | -4 | -4 | -7 | 6
CCOC(=O)[C@]12CCCC=C1N(Cc1cccc3ccccc13)C(=O)[C@H](CC(=O)NCCCOC)C2 | · | · | -5 | 10 | 12 | · | · | -4 | · | -5 | ·
COC(=O)[C@H]1C[C@@]2(O)CN(S(=O)(=O)c3ccc(C)cc3)C[C@@]2(OC(=O)NCc2ccccc2)C[C@H]1C(=O)OC | 53 | -8 | -13 | 5 | -2 | -6 | · | -20 | · | -11 | -1

Source: PubChem
